Bioassay records deposited in PubChem by National Center for Advancing Translational Sciences (NCATS).
Eya2 inh: qHTS Assay for Inhibitors of the Phosphatase Activity of Eya2. Potency, µM (titrated, usually from 76.9 µM), for the others: at the top dose activity, negative = inhibition, usual class: inhibitors. 330,000 compounds, 0.006% hits. Protein phosphatase EYA2 (Homo sapiens), O00167. recombinant Eya2, OMFP fluorescence dephosphorylation (OMFP is methylfluorescein phosphate); further: potency means the concentration at half of the fitted maximal effect; on the % scale 0 is the no-effect control and ±100 the full control effect
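Eya2 protein (added as 0.2 uM solution) was preincubated with compound for 10 min at ambient temperature in 50 mM HEPES pH 7.5, 50 mM NaCl, 5 uM MgCl2, 0.05% BSA, 1 mM DTT. OMFP (added at 50 uM) then reacted 10 min; fluorescence read at 485/525 nm.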
KCNH2 3.1 block: qHTS for Inhibitors of KCHN2 3.1: Mutant qHTS; Potassium voltage-gated channel subfamily H member 2, brain isoform KCNH2 3.1 (human); U2OS KCNH2 3.1, thallium flux FluxOr; hits give low values; activity change, % (tested at about 1.8 µM); 340,000 compounds, 0.95% hits; AID 720553, 2013;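 active means maximum activity change below -70%; inconclusive means maximum activity change from -70% to -50%; inactive means maximum activity change above -50%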;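 further: thallium influx rate constant from kinetic fluorescence after stimulation buffer; on the % scale 0 is the no-effect control and ±100 the full control effect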
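Steps: virus added to U2OS suspension (4 h, RT, dark); medium with 10% FBS added, cells plated, 37 C overnight; FluxOr/Red40 loading buffer 45 min RT; stimulation buffer, 2 min kinetic read; rate constant normalized.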
TSHR antag: Antagonists of the Thyroid Stimulating Hormone Receptor: HTS campaign; 330,000 compounds, 0.2% hits; TSHR-expressing cells, TSH-stimulated cAMP HTRF, 2 h; hits give low values; activity change, negative = inhibition, % at 11.5 µM; Thyrotropin receptor (Homo sapiens), P16473;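 active means activity change below a set negative limit, meaning inhibition stronger than a set level, cut at about -70% in these data; inconclusive means activity change between two set negative limits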; further: on the % scale 0 is the no-effect control and ±100 the full control effect
Target sequence (P16473 whole entry, looked up): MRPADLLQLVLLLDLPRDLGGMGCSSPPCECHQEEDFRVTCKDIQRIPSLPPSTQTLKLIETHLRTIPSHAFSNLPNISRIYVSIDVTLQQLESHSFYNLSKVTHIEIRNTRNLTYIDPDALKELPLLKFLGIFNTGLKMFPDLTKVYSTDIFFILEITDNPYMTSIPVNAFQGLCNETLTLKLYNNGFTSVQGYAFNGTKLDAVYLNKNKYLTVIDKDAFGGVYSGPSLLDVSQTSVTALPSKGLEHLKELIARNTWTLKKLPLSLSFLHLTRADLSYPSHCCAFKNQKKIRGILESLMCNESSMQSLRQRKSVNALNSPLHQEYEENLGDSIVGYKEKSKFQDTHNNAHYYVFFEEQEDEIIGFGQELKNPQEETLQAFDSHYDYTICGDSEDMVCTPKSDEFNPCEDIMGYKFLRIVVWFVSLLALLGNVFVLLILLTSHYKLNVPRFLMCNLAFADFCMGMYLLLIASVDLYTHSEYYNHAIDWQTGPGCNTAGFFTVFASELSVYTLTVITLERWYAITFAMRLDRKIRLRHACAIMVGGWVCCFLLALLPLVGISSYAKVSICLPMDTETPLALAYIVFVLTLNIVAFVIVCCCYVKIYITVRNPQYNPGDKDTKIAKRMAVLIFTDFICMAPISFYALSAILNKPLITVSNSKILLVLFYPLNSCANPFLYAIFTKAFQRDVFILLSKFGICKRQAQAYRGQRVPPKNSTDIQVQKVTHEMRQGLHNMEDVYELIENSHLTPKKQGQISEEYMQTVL
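Freshly harvested TSHR cells receive pin-tooled compound, then EC80 TSH at 4nM final. After 2 hours at 37 deg C, antibody in lysis buffer and cAMP-d2 are added; 30 minutes at ambient temperature precede the HTRF read.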
TCR activator: Activators of T cell receptors: qHTS campaign | primary human leukocytes, anti-CD3, IL-2 HTRF, 48 h | Potency, µM (titrated, usually from 9.22 µM), without a hit: at the highest dose activation of IL-2 secretion, hits mostly activators | 330,000 tested, under 10 active; further: % of control where 0% means no effect
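Primary human leukocytes incubated 48 hr with anti-CD3 beads plus compound, without co-stimulation. Secreted IL-2 measured by HTRF (europium cryptate/d2 anti-IL-2 pair, 320 nm excitation, 665 nm emission).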
Mito fusion act: qHTS Assay for Small Molecule Inhibitors of Mitochondrial Division or Activators of Mitochondrial Fusion | AID 485298, 2010 | S. cerevisiae fusion-defective mutant growth rescue, CellTiterGlo 48 h | Potency, µM (doses to about 46.1 µM), for inactives: at the top dose growth rescue (activation), actives largely listed as activators | 320,000 compounds, 0.23% hits;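 further: potency means the concentration at half of the fitted maximal effect; % of control where 0% means no effect; nearly all actives have a fitted effect of over 45% in size; temperature-sensitive fusion mutants such as fzo1-1 at 37 °C on non-fermentable ethanol glycerol medium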
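Compounds are tested for their ability to restore growth of mitochondrial fusion-defective yeast strains at non-permissive 37C in YPEG medium over 48 hours. Viability is quantified by luciferase luminescence.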
KCNH2 WT inh: qHTS for Inhibitors of KCHN2 3.1: Wildtype qHTS. U2OS, BacMam KCNH2, thallium flux FluxOr; hits give low values. activity change, % at 1.84 µM. 340,000 compounds, 0.37% hits;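 active means maximum activity change below -70%; inconclusive means maximum activity change between -70% and -50%; inactive means maximum activity change above -50%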; further: on the % scale 0 is the no-effect control and ±100 the full control effect
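U2OS cells were transduced with wild-type KCNH2 virus (2.03 x 10^8 / mL) for 4 h at room temperature, then cultured overnight at 37 C. Thallium flux was read with FluxOr dye. Rate constants were normalized to DMSO controls.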
* hit, by the source's call; ? = inconclusive; · = not tested or not shown; [ ] = remark or other dose. Unless noted, the call rests on the fitted dose curve; in most records, active means well fitted curve in the direction sought with a large enough effect; inconclusive means small, poorly fitted or top-dose-only effect, or another doubt; inactive means no such curve, though single readings can be large; an effect the other way counts as inactive or inconclusive. The list is partial, so the mix of outcomes need not match the whole.

SMILES | Eya2 inh | KCNH2 3.1 block | TSHR antag | TCR activator | Mito fusion act | KCNH2 WT inh
C[C@@H]1CN([C@@H](C)CO)C(=O)CCCn2nncc2CO[C@@H]1CN(C)C(=O)Nc1ccc(C(F)(F)F)cc1 | · | 10 | · | · | · | 3
O=C(CC1C(=O)NCCN1Cc1ccccc1)NC1CCCCC1 (stereo not given) | · | -6 | · | · | · | 12
CCc1cccc(C)c1NC(=O)COC(=O)CCn1c(C)csc1=O | · | 5 | · | · | · | -2
C[C@@H]1CN([C@@H](C)CO)C(=O)c2cc(NC(=O)Nc3ccccc3)ccc2O[C@@H](C)CCCCO[C@H]1CN(C)C(=O)Nc1ccc(C(F)(F)F)cc1 | · | 1 | · | · | · | -8
COc1ccc(N2CC(C)(C)[C@H](CC(=O)Nc3ccccc3)C2=O)cc1 | · | 0 | · | · | · | -6
CN(CC[C@@H](Oc1ccc(C(F)(F)F)cc1)c1ccccc1)CC(=O)O | -9% | · | 16 | · | -20% | ·
CCN(CC)CCCN(c1ccccc1)C1Cc2ccccc2C1 | 3% | · | -17 | · | -39%[inhibitor] | ·
COc1cc2nc(N3CCN(C(=O)OCc4ccccc4)C(C(=O)NC(C)(C)C)C3)nc(N)c2cc1OC (stereo not given) | -2% | · | -22 | · | ? | ·
CCN(CC)CCNC(=O)c1ccc(NS(C)(=O)=O)cc1 | -8% | · | -6 | · | -38%[inhibitor] | ·
O=C(O)C1CN(CCCP(=O)(O)O)CCN1 (stereo not given) | -5% | · | 32 | · | 25% | ·
CCCCS(=N)(=O)CC[C@H](N)C(=O)O (stereo not given in full) | -10% | · | -10 | · | -14% | ·
C[C@](Cc1ccc(O)c(O)c1)(NN)C(=O)O | 0% | · | -5 | · | -2% | ·
CN(C)c1cc2c(Nc3ccc4c(cnn4Cc4ccccc4)c3)ncnc2cn1 | -8% | · | -17 | · | 18µM* | ·
CCCCCCCCCCCCCCCCCC(=O)OC(CC(=O)O)C[N+](C)(C)C (stereo not given) | -7% | · | -17 | · | -34%[inhibitor] | ·
C[C@](N)(Cc1ccc(O)cc1)C(=O)O | 3% | · | -17 | · | -6% | ·
CCCCCCCCc1ccc(-c2ccc(C(=O)O)cc2)cc1 | 10% | · | -35 | · | ? | ·
O=C(O)[C@@H]1C[C@H](C(=O)O)N1 | 2% | · | 17 | · | ? | ·
CC(=O)/C(C)=N/O | 4% | · | 17 | · | 21µM* | ·
N[C@@H](CS(=O)O)C(=O)O | 2% | · | -8 | · | 13% | ·
Cc1ccc2c(c1)C(N1CCN(C)CC1)=Nc1cccnc1N2 | 2% | · | -8 | · | 6% | ·
O=C1/C(=C/c2ccsc2)CC/C1=C\c1cccs1 | -3% | · | -13 | · | 12µM* | ·
CC[n+]1c(/C=C/C=C2/N(C)c3ccccc3C2(C)C)sc2ccccc21 | 12% | · | ? | · | -40%[inhibitor] | ·
c1ccc2c(c1)CCC[C@H]2Nc1nc2ccccc2[nH]1 | -2% | · | -8 | · | -10% | ·
CC(C)C[C@H](NC(=O)C1OC1C(=O)O)C(=O)NCCCCN=C(N)N (stereo not given in full) | -4% | · | 6 | · | -3% | ·
C1CCC(N=C(NC23CC4CC(CC(C4)C2)C3)N2CCOCC2)CC1 | -6% | · | 6 | · | -14% | ·

An excerpt from above in order of the Eya2 inh value, low to high:
Compound | Eya2 inh | TSHR antag | TCR activator
O=C1/C(=C/c2ccsc2)CC/C1=C\c1cccs1 | -3% | -13 | ·
COc1cc2nc(N3CCN(C(=O)OCc4ccccc4)C(C(=O)NC(C)(C)C)C3)nc(N)c2cc1OC (stereo not given) | -2% | -22 | ·
C[C@](Cc1ccc(O)c(O)c1)(NN)C(=O)O | 0% | -5 | ·

Next structures follow:
SMILES | Eya2 inh | KCNH2 3.1 block | TSHR antag | TCR activator | Mito fusion act | KCNH2 WT inh
COc1cc([C@@H]2c3cc4c(cc3[C@H](O)C3COC(=O)[C@@H]32)OCO4)cc(OC)c1OC (stereo not given in full) | 3% | · | -17 | · | -14% | ·
NC/C=C\C(=O)O | 2% | · | -6 | · | -35%[inhibitor] | ·
C[C@H](NC(=O)/C(C#N)=C/c1ccc(O)c(O)c1)c1ccccc1 | 10% | · | -10 | · | ? | ·
N[C@@H](CCC(=O)N[C@H](CSN=O)C(=O)NCC(=O)O)C(=O)O | 3% | · | -16 | · | -4% | ·
COc1cc(/C=C(\C#N)C(=O)Nc2nnc(C(F)(F)F)s2)ccc1OCc1ccc(C(F)(F)F)cc1C(F)(F)F | 1% | · | -41 | · | -43%[inhibitor] | ·
O=c1cc(-c2ccccc2F)[nH]c2cc3c(cc12)OCO3 | 5% | · | -23 | · | -12% | ·
CCc1ccc2c(-c3cccc(Cl)c3)nc(=O)n(CC)c2n1 | 4% | · | 35 | · | 12µM* | ·
O=c1[nH]c2cc(Cl)c(Cl)cc2[nH]c1=O | 7% | · | 12 | · | -21% | ·
COC(=O)C1=C(C)NC(C)=C(C(=O)OC(C)(C)CN(C)CCC(c2ccccc2)c2ccccc2)C1c1cccc([N+](=O)[O-])c1 (stereo not given) | -10% | · | -6 | · | 0.65µM* | ·
Clc1ccc2c(c1)N=C(N1CCNCC1)c1ccccc1N2 | 2% | · | -13 | · | -34%[inhibitor] | ·
CCN(CC)C(C)CN1c2ccccc2Sc2ccccc21 (stereo not given) | 3% | · | -12 | · | 11% | ·
Cn1ncc(S(=O)(=O)Cc2ccccc2)c(Br)c1=O | 9% | · | -12 | · | -92%[inhibitor] | ·
Cc1cccc(/C=C/c2ccccc2)n1 | 4% | · | -13 | · | 12% | ·
Nc1nc(Cl)nc2c1ncn2[C@@H]1O[C@H](COP(=O)(O)OP(=O)(O)OP(=O)(O)O)[C@@H](O)[C@H]1O | -10% | · | -6 | · | -49%[inhibitor] | ·
NC(=O)c1cc[n+](CC2=C(C(=O)O)N3C(=O)[C@@H](NC(=O)[C@@H](c4ccccc4)S(=O)(=O)[O-])[C@H]3SC2)cc1 | 5% | · | -5 | · | -36%[inhibitor] | ·
CSc1nc(N)c2ncn([C@@H]3O[C@H](COP(=O)(O)OP(=O)(O)OP(=O)(O)O)[C@@H](O)[C@H]3O)c2n1 | 3% | · | 8 | · | -49%[inhibitor] | ·
O=C(O)CCCC[C@@H]1CCSS1 | 11% | · | -20 | · | -18% | ·
CCCCCCCCCCCCCCSCC(=O)O | 7% | · | -24 | · | -52%[inhibitor] | ·
Nc1c(S(=O)(=O)O)cc(Nc2ccc(Nc3nc(Cl)nc(Nc4ccc(S(=O)(=O)O)cc4)n3)c(S(=O)(=O)O)c2)c2c1C(=O)c1ccccc1C2=O | ? | · | -30 | · | ? | ·
C[C@@]1(C2CCCC2)Cc2cc(OCC(=O)O)c(Cl)c(Cl)c2C1=O | 12% | · | -6 | · | 12% | ·
CC(C)C[C@H](NC(=O)[C@@H](O)[C@H](N)Cc1ccccc1)C(=O)O | -3% | · | -8 | · | 4% | ·
Cc1cc(Cn2cnc3c2C[C@@H](C(=O)O)N(C(=O)C(c2ccccc2)c2ccccc2)C3)ccc1N | 0% | · | -18 | · | 2% | ·
Nc1ncnc2c1nc(Br)n2C1OC2COP(=O)(O)O[C@@H]2C1O (stereo not given in full) | 3% | · | -6 | · | -6% | ·
CCc1c(C(=O)NCCc2ccc(N3CCCCC3)cc2)[nH]c2ccc(Cl)cc12 | -9% | · | -20 | · | -21% | ·
NCCCCCCCCCCN | -5% | · | -6 | · | 16% | ·
Remaining list, next part
SMILES | Eya2 inh | KCNH2 3.1 block | TSHR antag | TCR activator | Mito fusion act | KCNH2 WT inh
N#Cc1cc([N+](=O)[O-])c2sc(C(N)=O)[n+]([O-])c2c1 | -4% | · | -22 | · | 9% | ·
O=C(c1ccc(OCCCc2cnc[nH]2)cc1)C1CC1 | 1% | · | -5 | · | -6% | ·
N=C(N)SCCc1ccc(CCSC(=N)N)cc1 | 7% | · | -25 | · | 21µM* | ·
Cc1[nH]c(=O)c(C#N)cc1-c1ccc2nccn2c1 | 2% | · | -10 | · | -12% | ·
O=[N+]([O-])c1ccc(-c2nc(-c3ccc(F)cc3)c(-c3ccncc3)[nH]2)cc1 | -8% | · | 7 | · | -70%[inhibitor] | ·
CC(=O)N[C@H](C(=O)O)C(C)(C)SN=O | 3% | · | -14 | · | 16% | ·
NCCS(=O)O | 0% | · | 10 | · | -5% | ·
CN1CC(O)C(O)C(O)C1CO (stereo not given) | -1% | · | -20 | · | 23% | ·
COc1ccc2c(c1)c(CC(=O)O)c(C)n2Cc1ccc(Cl)cc1 | 4% | · | 3 | · | -21% | ·
COC1=C(OC)C(=O)c2ccccc2C1=O | ? | · | 14 | · | 26µM* | ·
COc1cc(N)c(Cl)cc1C(=O)OCCN1CCCCC1 | -2% | · | 7 | · | 4% | ·
CCCC1(C)C(C#N)(C#N)C1(C#N)C#N | -7% | · | -24 | · | ? | ·
O=c1[nH]c(=S)[nH]c(-c2ccccc2)c1Cc1c(O)ccc2ccccc12 | 6% | · | -20 | · | ? | ·
OC[C@H]1O[C@@H](n2cnc3cncnc32)[C@H](O)[C@@H]1O | 1% | · | -5 | · | -5% | ·
NO | -2% | · | -8 | · | -1% | ·
CSC(N)=NCCC[C@H](N)C(=O)O | 6% | · | -17 | · | 1% | ·
NC(N)=NCCCCN=C(N)N | 2% | · | -8 | · | -13% | ·
CN1Cc2sccc2C(c2ccc(O)c(O)c2)C1 (stereo not given) | 3% | · | -11 | · | -7% | ·
NCCCCN=C(N)N | -1% | · | -10 | · | -2% | ·
N[C@@H](CCCC(=O)O)C(=O)O | 1% | · | 9 | · | -17% | ·
CC1C(=O)N(C)C(=O)c2nc[nH]c21 (stereo not given) | 2% | · | -8 | · | -2% | ·
COc1cc(OCc2ccccc2)c2c(CCC(=O)O)cc(=O)oc2c1 | · | -4 | · | 3% | · | 59
Cc1ccccc1Sc1ccc([N+](=O)[O-])cn1 | · | -6 | · | 2% | · | -4
OC(c1ccccc1)C(O)c1ccccc1 (stereo not given) | · | 12 | · | 6% | · | 2
O=C(Nc1ccc(S(=O)(=O)Nc2cnc3ccccc3n2)cc1)c1ccc(F)cc1 | · | 0 | · | 7% | · | 0
(more compounds)
SMILES | Eya2 inh | KCNH2 3.1 block | TSHR antag | TCR activator | Mito fusion act | KCNH2 WT inh
O=C(NN=Cc1ccccc1Cl)c1ccc([N+](=O)[O-])cc1 | · | 0 | · | -5% | · | 4
CCOC(=O)C(NC(=O)c1ccccc1)C(C)(C)SCc1ccccc1 (stereo not given) | · | 7 | · | -7% | · | -1
CC(=O)Nc1cc2c(cc1[N+](=O)[O-])-c1ccc(F)cc1C2 | · | 16 | · | -3% | · | 5
O=C(Nc1ccccc1Cl)c1c(F)c(F)c(F)c(F)c1F | · | -23 | · | 7% | · | -14
Nc1ccc(Sc2ccccc2Cl)nc1 | · | -4 | · | 4% | · | -2
CCCCCN(C(=O)CCC(=O)OC(C)C(=O)c1ccc(CC)cc1)c1c(N)n(CCCC)c(=O)[nH]c1=O (stereo not given) | · | 10 | · | 7% | · | -31
